mcGAS MS inh = inhibitors of mouse cGAS. AID 1259397. recombinant mouse cGAS, cGAMP by RapidFire MS. 0.18% of 130,000 active. Q8C6L5. inhibition, % at 12.5 µM;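 active = inhibition of cGAS enzyme activity at or above 60%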;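 note: enzyme stimulated by 45 bp dsDNA with ATP and GTP substrates; cGAMP share of summed cGAMP plus half ATP and half GTP signals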
Target sequence (Q8C6L5 whole entry, looked up): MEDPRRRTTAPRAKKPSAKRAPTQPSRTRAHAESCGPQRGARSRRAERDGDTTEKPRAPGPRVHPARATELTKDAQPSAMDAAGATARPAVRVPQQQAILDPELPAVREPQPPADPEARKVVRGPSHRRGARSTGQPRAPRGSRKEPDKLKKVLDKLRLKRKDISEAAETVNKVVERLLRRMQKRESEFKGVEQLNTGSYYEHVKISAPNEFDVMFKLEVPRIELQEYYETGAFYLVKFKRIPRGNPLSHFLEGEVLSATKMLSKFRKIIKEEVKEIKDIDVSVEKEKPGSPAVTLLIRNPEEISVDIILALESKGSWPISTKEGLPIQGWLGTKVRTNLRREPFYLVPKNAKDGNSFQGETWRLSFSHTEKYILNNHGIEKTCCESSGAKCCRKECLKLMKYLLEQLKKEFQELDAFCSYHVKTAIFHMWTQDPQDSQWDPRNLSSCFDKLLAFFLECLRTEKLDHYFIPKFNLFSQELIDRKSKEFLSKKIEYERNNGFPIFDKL
An asterisk follows results filed as active; & = joins results of further samples. Only part of the results is shown. The share of hits here may be higher or lower than overall.

What do the screens show for `Cc1cc(CN(C)C(=O)CC2c3ccccc3CCc3ccccc32)n[nH]1`?
mcGAS MS inh: -6

What do the screens show for `O=C1CCSc2ccc(C(=O)Nc3ccc4c(c3)OC3(CCCC3)O4)cc2N1`?
mcGAS MS inh: 0

What do the screens show for `Cc1nc2ccccn2c(=O)c1NC(=O)C(F)(F)F`?
mcGAS MS inh: -2

How did O=C(CSC1=NS(=O)(=O)c2ccccc2N1)N1CCCC1 do in these assays?
mcGAS MS inh: -6

What do the screens show for `Cc1noc(C)c1C(C)C(=O)Nc1cccnc1N1CCC(CO)CC1` (centres undefined)?
mcGAS MS inh: -3

What do the screens show for `Cc1ncc(S(=O)(=O)Nc2cnc3c(c2)c(C)nn3C)s1`?
mcGAS MS inh: 9

How did CCN1CCCC1CN(CC1CCN(CCOC)CC1)C(=O)c1oc(C)cc1C (centres undefined) do in these assays?
mcGAS MS inh: -8

What do the screens show for `O=S(=O)(c1ccc(NC2CCN(C3CC3)CC2)cc1)C(F)(F)F`?
mcGAS MS inh: 0

What do the screens show for `CCCCNC1CCS(=O)(=O)C1` (centres undefined)?
mcGAS MS inh: -5

Results for CCN(CC)c1ncccc1CNC(=O)c1cnccn1 ?
mcGAS MS inh: -12

Results for Fc1ccccc1C1CC(c2ccncc2)=Nc2nc(C(F)(F)F)nn21 (centres undefined) ?
mcGAS MS inh: -1

Results for COc1ccc(C2CC(=O)NCCN2Cc2cn(C)c3ccccc23)cc1 (centres undefined) ?
mcGAS MS inh: -5

Results for CCOC(=O)C1(Cc2cccc(OC)c2)CCN(Cc2cnc(N(C)C)s2)CC1 ?
mcGAS MS inh: -6

Results for CNC(=O)[C@@H]1C[C@@H](NCCC2=C(C)CCCC2(C)C)CN1C(C)C ?
mcGAS MS inh: -11

Results for Cc1cc(C(=O)Nc2cc(CN3CCSCC3)ccc2C)on1 ?
mcGAS MS inh: -21

How did O=C(NC1CC(=O)N(CCc2ccccc2)C1)c1ccc(-c2ncn[nH]2)cc1 (centres undefined) do in these assays?
mcGAS MS inh: -25

How did CN(C)c1ccc(Cl)cc1N do in these assays?
mcGAS MS inh: -2

Results for O=S(=O)(c1ccc(N2CCN(Cc3ccc(Cl)s3)CC2)nc1)N1CCCC1 ?
mcGAS MS inh: -12

What do the screens show for `N#Cc1cccc(C(=O)OC2(C3CC3)CC2)c1`?
mcGAS MS inh: -9

Results for CCn1cnnc1CCNc1nc(C)nc2c1cnn2C ?
mcGAS MS inh: -18

The closing 5 records of the section above lead into the next:
How did O=C(NC1CC(=O)N(CCc2ccccc2)C1)c1ccc(-c2ncn[nH]2)cc1 (centres undefined) do in these assays?
mcGAS MS inh: -25

How did CN(C)c1ccc(Cl)cc1N do in these assays?
mcGAS MS inh: -2

Results for O=S(=O)(c1ccc(N2CCN(Cc3ccc(Cl)s3)CC2)nc1)N1CCCC1 ?
mcGAS MS inh: -12

What do the screens show for `N#Cc1cccc(C(=O)OC2(C3CC3)CC2)c1`?
mcGAS MS inh: -9

Results for CCn1cnnc1CCNc1nc(C)nc2c1cnn2C ?
mcGAS MS inh: -18

Results for Nc1ncnc(Sc2ccc(Cl)cc2)c1[N+](=O)[O-] ?
mcGAS MS inh: -9

How did CC1(C)CN(CC(=O)NCC(=O)N2CCCC2)c2cccc(Cl)c21 do in these assays?
mcGAS MS inh: 5

Results for CCC1=[N+]([O-])C(C)(C(C)=O)N(O)C1(C)C (centres undefined) ?
mcGAS MS inh: -14

What do the screens show for `CC(C)(C)NC(=O)COC(=O)c1cccc(O)c1`?
mcGAS MS inh: 0

What do the screens show for `O=C(O)Cc1csc(-c2ccc(Cl)cc2)n1`?
mcGAS MS inh: 11

How did O=C1OC(c2ccc(Br)o2)=N/C1=C/C=C/c1ccccc1 do in these assays?
mcGAS MS inh: -6

Results for Cc1cccc(C)c1NC(=O)c1ccccc1NC(=O)C(C)n1ccnc1C (centres undefined) ?
mcGAS MS inh: -9

Results for Cc1nccc(-c2cccc(NC(=O)c3cccnc3Nc3cccc(Cl)c3)c2)n1 ?
mcGAS MS inh: 2

Results for O=C(O)Cn1ccc2c(cnc3ccnn32)c1=O ?
mcGAS MS inh: -8

What do the screens show for `Cc1nc2ccccc2n1C(C(=O)O)C(C)C` (centres undefined)?
mcGAS MS inh: 8

Results for C=CCN1C(=S)N(c2ccc(Br)cc2)C2CS(=O)(=O)CC21 (centres undefined) ?
mcGAS MS inh: 1

Results for O=C(c1cccnc1N1CCN(Cc2ccoc2)CC1)N1CCCCC1 ?
mcGAS MS inh: -9

Results for CC(C)(C)C1CCN(c2ncnc(Oc3ccc(F)cc3)c2N)CC1 ?
mcGAS MS inh: -2

How did Cc1cn2c3c(=O)n(Cc4c(F)cccc4Cl)c(=O)n(C)c3nc2n1CCOCCO do in these assays?
mcGAS MS inh: -4

What do the screens show for `COc1cc(C(=O)N2CCN(c3ccc(-n4cccn4)nn3)CC2)cc(OC)c1OC`?
mcGAS MS inh: -9

Results for CNC(=O)c1ccc(-n2cccc2)cc1 ?
mcGAS MS inh: -8

How did Cc1ccc(-n2cnnc2SCC(=O)N2CCCC(C)C2)cc1Cl (centres undefined) do in these assays?
mcGAS MS inh: -5

Results for Cn1ccccc1=N ?
mcGAS MS inh: -15

How did CC(NC(=O)COc1cccc(Br)c1)c1ccc(-n2ccnc2)cc1 (centres undefined) do in these assays?
mcGAS MS inh: -12

What do the screens show for `CCn1nnc2c(SCc3ccc(Cl)cc3Cl)ncnc21`?
mcGAS MS inh: 3

What do the screens show for `O=C(Nc1cccc(F)c1)C1CCCN(C(=O)c2ccco2)C1` (centres undefined)?
mcGAS MS inh: -4

Results for C[C@H]1C(=O)N(C)CCN1C(=O)c1ccc2nc(Cc3cccc(Cl)c3)oc2c1 ?
mcGAS MS inh: -3

What do the screens show for `CCS(=O)(=O)NCCc1csc(-c2ccccc2)n1`?
mcGAS MS inh: -6

Results for CCc1ccc(NC(=O)CN(Cc2ccccn2)S(C)(=O)=O)cc1 ?
mcGAS MS inh: -25

What do the screens show for `COC(=O)C1CCCC2=C(C)C(=O)CCC21C(=O)OC` (centres undefined)?
mcGAS MS inh: -9

Results for O=C1C(=Cc2cccs2)CCC1=Cc1cccs1 ?
mcGAS MS inh: -13

How did CCC(NCC(C)C)c1ccccc1 (centres undefined) do in these assays?
mcGAS MS inh: 11

What do the screens show for `CCCN(CC1CCCO1)C(=O)c1cc(COc2ccc3sc(C)nc3c2)on1` (centres undefined)?
mcGAS MS inh: -11

What do the screens show for `CS(=O)(=O)N(CC(F)(F)F)C1CCN(C2C=CCCC2)CC1` (centres undefined)?
mcGAS MS inh: -7

How did Cc1cc(C)n(-c2ccc(N3CC4CN5CCCCC5C4C3)nc2)n1 (centres undefined) do in these assays?
mcGAS MS inh: -2

How did Cc1ccccc1-n1ncc2c(C)n[nH]c(=O)c21 do in these assays?
mcGAS MS inh: -3

What do the screens show for `COC1CCN(S(=O)(=O)N2CCCC2c2ccc(F)cc2)CC1` (centres undefined)?
mcGAS MS inh: -18

How did CC1C(=O)N(C)CCN1C(=O)Cc1cn(C)c2ccccc12 (centres undefined) do in these assays?
mcGAS MS inh: 9

Results for Cc1noc(C)c1C(=O)NC1CCN(CCc2ccccc2)CC1 ?
mcGAS MS inh: -8

Results for CC(=O)Nc1cnc(-c2ccccc2C(C)=O)cn1 ?
mcGAS MS inh: -6

What do the screens show for `COc1ccc2cc(C(=O)N3CCC(C(=O)N(C)C)CC3)ccc2c1`?
mcGAS MS inh: -7

How did CC(C)Oc1cccc(C(=O)C2CCCN(S(=O)(=O)c3cccc4cccnc34)C2)c1 (centres undefined) do in these assays?
mcGAS MS inh: -7

What do the screens show for `Cc1[nH]c(=O)sc1C(=O)NCc1cccc([N+](=O)[O-])c1`?
mcGAS MS inh: -5

How did O=C(N=C1N=C2C=CC(Br)=CN2Cc2ccccc21)c1ccccn1 do in these assays?
mcGAS MS inh: -13

Results for Cc1nn(C(C)C)c(C)c1S(=O)(=O)N1c2ccccc2SCC1C (centres undefined) ?
mcGAS MS inh: -9

How did O=C(Nc1ccc2c(c1)CN(C1CCOCC1)CC2)c1ccc(C(F)(F)F)cc1 do in these assays?
mcGAS MS inh: -1

How did CCCCOC(=O)C1=C(C)N(C)C(=O)NC1c1ccc([N+](=O)[O-])cc1 (centres undefined) do in these assays?
mcGAS MS inh: -1

Results for O=C(NCC1CCCN(Cc2ccc3nsnc3c2)C1)c1cccs1 (centres undefined) ?
mcGAS MS inh: -10&-1

How did COc1ccc(CCN2CC(NC(=O)c3oc(C)cc3C)CC2=O)cc1 (centres undefined) do in these assays?
mcGAS MS inh: -6

Results for Cc1sc(-c2cnccn2)nc1-c1cccc(Cl)c1 ?
mcGAS MS inh: 3

How did Nc1nnc(SCc2ccc(CC(=O)O)cc2)s1 do in these assays?
mcGAS MS inh: -3

Results for Cc1cccnc1NCCNCc1c(C)cc(C)c(CO)c1C ?
mcGAS MS inh: -4

Results for CC(c1ccccc1Cl)N1CCC(C(N)=O)CC1 (centres undefined) ?
mcGAS MS inh: -17

What do the screens show for `CC(C)NS(=O)(=O)c1cccnc1Cl`?
mcGAS MS inh: -5

How did CCOc1ccc2ccccc2c1C(=O)N[C@@H]1C(=O)N2[C@@H]1SC(C)(C)[C@@H]2C(=O)O do in these assays?
mcGAS MS inh: -12

How did CC(C)(C)c1ccc(OCC(=O)Nc2ccccc2C(=O)Nc2ccc(C(=O)O)cc2)cc1 do in these assays?
mcGAS MS inh: -8

What do the screens show for `O=C(Nc1cccc(CS(=O)(=O)C2CCCCC2)c1)c1ccoc1`?
mcGAS MS inh: -6

What do the screens show for `O=C(c1csc(-c2ccc(F)cc2)n1)N1CCN(S(=O)(=O)c2ccc(F)c(Cl)c2)CC1`?
mcGAS MS inh: -3

Results for CC1(C(=O)Nc2cnc3ccccc3c2)CCN1CCOc1ccccc1 (centres undefined) ?
mcGAS MS inh: -7

What do the screens show for `CCOc1ccccc1NC(=O)N1C[C@H](N(C)C)C[C@H]1CO`?
mcGAS MS inh: -23

How did CC(CNC(=O)c1cccn1C)N1CCc2ccccc2C1 (centres undefined) do in these assays?
mcGAS MS inh: -9

How did Cc1ccc(S(=O)(=O)N2CCCCC2)cc1S(=O)(=O)Nc1cn[nH]c1 do in these assays?
mcGAS MS inh: -3

Results for Cc1nc(C(C)NC(=O)c2cnc(Nc3ccccc3)nc2)n[nH]1 (centres undefined) ?
mcGAS MS inh: 8

Results for COC(=O)c1sc2nc[nH]c(=O)c2c1CC(=O)O ?
mcGAS MS inh: 9

Results for CC(C)C1CN(C(=O)CCc2ccncc2)CCCN1Cc1ccc(F)cc1 (centres undefined) ?
mcGAS MS inh: -18

Four consecutive records already listed, for reference:
How did Cc1ccc(S(=O)(=O)N2CCCCC2)cc1S(=O)(=O)Nc1cn[nH]c1 do in these assays?
mcGAS MS inh: -3

Results for Cc1nc(C(C)NC(=O)c2cnc(Nc3ccccc3)nc2)n[nH]1 (centres undefined) ?
mcGAS MS inh: 8

Results for COC(=O)c1sc2nc[nH]c(=O)c2c1CC(=O)O ?
mcGAS MS inh: 9

Results for CC(C)C1CN(C(=O)CCc2ccncc2)CCCN1Cc1ccc(F)cc1 (centres undefined) ?
mcGAS MS inh: -18

Other compounds
Results for Cc1cc(C)n(CCn2ccnc2-c2cc3ccccc3o2)n1 ?
mcGAS MS inh: -15

How did CC(C)c1ocnc1C(=O)OCC1CC(=O)N(c2ccccc2)C1 (centres undefined) do in these assays?
mcGAS MS inh: -2

How did COc1ccccc1CCNC(=O)CSc1nc2sccc2c(=O)[nH]1 do in these assays?
mcGAS MS inh: 0

How did O=C(O)CN(C=CC(=O)C(F)(F)F)CC(=O)O do in these assays?
mcGAS MS inh: -10

How did O=C1NC2(CCCC2)Oc2ccccc21 do in these assays?
mcGAS MS inh: -7

How did Nc1ncc(Br)cc1S(=O)(=O)Nc1cccnc1 do in these assays?
mcGAS MS inh: -9

What do the screens show for `O=c1[nH]c(SC2CCCC2)nc2c1cnn2CCO`?
mcGAS MS inh: -27

Results for CN1CCN(CC(=O)N2N=C3c4ccccc4CCC3C2c2ccc(F)cc2)CC1 (centres undefined) ?
mcGAS MS inh: -8

How did CC(C)CN1CC(C(=O)NCCS(=O)(=O)N2CCCC2)CC1=O (centres undefined) do in these assays?
mcGAS MS inh: -7

What do the screens show for `Cc1cc(C)n2nc(SCC(C)C)nc2n1`?
mcGAS MS inh: 7

What do the screens show for `CCc1nnsc1C(=O)NCc1ccc(C)n1C`?
mcGAS MS inh: -6

What do the screens show for `c1cc(-c2nccn2CCn2ccnc2)ccn1`?
mcGAS MS inh: -12

Results for COC1CCCN(C(=O)CCc2cccc(F)c2)C1 (centres undefined) ?
mcGAS MS inh: -8

What do the screens show for `CC(N)=C(C#N)C(=O)CSc1nnc(C)s1`?
mcGAS MS inh: -9

How did CCCN1C(=O)NC(c2ccc(F)c(F)c2)C(C(=O)OC)=C1C (centres undefined) do in these assays?
mcGAS MS inh: -5

Results for COc1c(C)cc(-c2cc(N3CCN(C)CC3)nc(N)n2)cc1C ?
mcGAS MS inh: -8

What do the screens show for `Cc1ccc(Cl)c(NC(=O)CN2CCOC(C)C2)c1Cl` (centres undefined)?
mcGAS MS inh: 0

How did COc1ccccc1/C=C/CN1CCC2(CC1)C(=O)NCCN2C do in these assays?
mcGAS MS inh: -29

Results for COc1ccc(-c2c(C)nn3c4c(nnc23)C(=O)CC(C)C4)cc1 (centres undefined) ?
mcGAS MS inh: 17

What do the screens show for `N#CCCC(C#N)CSc1nnc(C2CC2)n1C1CC1` (centres undefined)?
mcGAS MS inh: 1

Fetched by structure from above:
How did CN(C)c1ccc(Cl)cc1N do in these assays?
mcGAS MS inh: -2

Results for O=C(c1cccnc1N1CCN(Cc2ccoc2)CC1)N1CCCCC1 ?
mcGAS MS inh: -9
